# Compound activity as filed in PubChem.
# ARNT-TACC3 inh – ARNT/TACC3 interaction disruption. AlphaScreen His-ARNT PAS-B/GST-TACC3 binding, luminescence; TACC3 fragment carries E629A point mutation. inhibition, % at 9.99 µM. 390,000 compounds, 0.66% hits;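 active means mean inhibition of replicates at least 50% and at least half of replicates each reaching 50%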;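 further: 0% = complete ARNT plus TACC3 wells and 100% = ARNT alone without TACC3; many hits fall short of the cut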
# PAX8 inh HTS – PAX8 transcriptional activity inhibition; RMG-I TPO-luciferase reporter, SteadyGlo, 24 h; AID 652154; inhibition, % at 12.6 µM; 360,000 compounds, 1.2% hits;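 active means mean replicate inhibition at least 60% with every replicate also reaching 60%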;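 further: luciferase light reporting Pax8 driven TPO promoter activity; plate controls were median of neutral control wells for no effect and mitoxantrone controls for full effect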
# * hit, by the source's call.
item	SMILES	ARNT-TACC3 inh	PAX8 inh HTS
1	Oc1ccccc1C1N=C(c2ccccc2)NC(c2ccccc2)=N1	-11	9
2	CC(=O)Nc1ccc2c(c1)C(=O)c1ccccc1C2=O	2	-162
3	CCOC(=O)N1CCN(C(=O)c2cnc(Nc3ccccc3OC)c3ccccc23)CC1	-16	40
4	Cc1c(C(=O)c2ccc(Cl)cc2Cl)cnc2cc3c(cc12)OCO3	-2	6
5	O=C(Cn1c(=O)n(Cc2ccccc2)c(=O)c2ccccc21)NCc1ccco1	-6	6
6	O=C(C1CCN(S(=O)(=O)c2cnc[nH]2)CC1)N1CCc2ccccc2C1	-5	12
7	C=C(C)CN(CC)c1nc(N)c(C#N)c(CC#N)c1C#N	-5	-22
8	O=C(NCCC1=CCCCC1)c1ccc(Cl)c(S(=O)(=O)N2CCOCC2)c1	6	3
9	COC(CNC(=O)Cn1ncc2ccsc2c1=O)OC	0	3
10	O=c1[nH]c2ccc(S(=O)(=O)NCc3ccccn3)cc2s1	6	7
11	CCOc1cc(/C=N/O)cc(Br)c1OCc1ccc(Cl)cc1	-3	16
12	Cc1cnc(NC(=O)COc2ccccc2)s1	22	-165
13	O=C(Oc1ccc(N(Cc2cccs2)C2=NS(=O)(=O)c3ccccc32)cc1)c1ccccc1	-1	4
14	N#Cc1nc(-c2ccccc2)oc1NCCN1CCCCC1	8	20
15	CCc1c(C)c2ccc(OCC(N)=O)cc2oc1=O	-2	-66
16	COc1ccc(-c2nnc(SCC(=O)NC(=O)NCc3ccco3)o2)cc1	-6	-11
17	COc1cccc(C2=Nn3c(nnc3-c3ccccc3O)SC2)c1	0	7
18	Cc1ccc(C2C(C#N)=C(N)SC(N)=C2C#N)cc1	-1	-4
19	COCCNc1cc(C)c(C#N)c2nc3ccccc3n12	5	16
20	Cc1oc(-c2cccs2)nc1CSCC(=O)NC1CC1	1	-20
21	COc1cccc(C2C(C#N)=C(N)OC3=C2C(=O)CC(c2ccco2)C3)c1OCc1ccc(F)cc1 (stereo unspecified)	-4	1
22	O=C1CN=C(Nc2ccccc2Cl)N1Cc1ccc2c(c1)OCO2	12	13
23	Cc1cc(Br)cc(C)c1NC(=S)NC(=O)CC(C)C	-7	13
24	O=c1cc(O)nc(SCc2ccc(Cl)cc2)[nH]1	16	2
25	O=C(Cc1ccccc1)N/N=C/c1ccc(OCC(=O)Nc2ccccc2)cc1	5	-15

# 4 entries from above, field by field.
9: COC(CNC(=O)Cn1ncc2ccsc2c1=O)OC
  ARNT-TACC3 inh = 0	PAX8 inh HTS = 3
10: O=c1[nH]c2ccc(S(=O)(=O)NCc3ccccn3)cc2s1
  ARNT-TACC3 inh = 6	PAX8 inh HTS = 7
11: CCOc1cc(/C=N/O)cc(Br)c1OCc1ccc(Cl)cc1
  ARNT-TACC3 inh = -3	PAX8 inh HTS = 16
12: Cc1cnc(NC(=O)COc2ccccc2)s1
  ARNT-TACC3 inh = 22	PAX8 inh HTS = -165

# Next results:
item	SMILES	ARNT-TACC3 inh	PAX8 inh HTS
26	O=C(c1ccco1)N1CCN(S(=O)(=O)c2ccc(C3CCCCC3)cc2)CC1	0	8
27	C=C(Cl)COC(=O)[C@H]1C2C=CC(C2)C1C(=O)O (stereo partly specified)	-15	10
28	Cc1ccc(/C(N)=N/OC(=O)c2ccco2)cc1	0	-40
29	CCOC(=O)c1c(C)n(C)c2ccc(OC)c(NC(=O)CN3CCSCC3)c12	-4	12
30	CC(=O)Nc1ccc(OCC(O)CN2CCN(c3cc(Cl)ccc3C)CC2)cc1 (stereo unspecified)	11	2
31	CCCCCC(=O)NC(NC(=S)Nc1ccc(S(N)(=O)=O)cc1)C(Cl)(Cl)Cl (stereo unspecified)	-1	-9
32	COc1ccc(Cc2nnc(SCC(=O)NCc3ccco3)o2)cc1	2	-2
33	O=C(CCn1c(=O)c2ccccc2n(CC(=O)NC2CCCC2)c1=O)NCc1ccco1	0	-1
34	CC1CCCN(C(=O)CN2CCN(C(=O)c3ccco3)CC2)C1 (stereo unspecified)	20	4
35	CC1CCCN(C(=O)Cn2cnc3c2c(=O)n(C)c(=O)n3C)C1 (stereo unspecified)	-4	4
36	COC(=O)c1ccc(NC(=O)c2cccc(OC)c2)cc1	-15	-199
37	COc1ccc(-c2cc(C(F)(F)F)nc(N3CCN(C)CC3)n2)cc1OC	1	-43
38	CC(C)(C)NC(=O)COc1ccc(CNc2ccc3[nH]c(=O)[nH]c3c2)cc1	10	3
39	CC(C)Sc1nc2ccccc2c(=O)[nH]1	2	-14
40	C=C(C)Cn1c(Sc2nnc(C)s2)nc2c1c(=O)[nH]c(=O)n2C	2	4
41	Cn1cnnc1SC(C(=O)c1ccccc1)c1ccccc1 (stereo unspecified)	1	6
42	CCCCCSc1nc(N2CCOCC2)c2c(c1C#N)CC(C)(C)OC2	6	13
43	O=C(Nc1ccccc1)NC1(C(=O)NCCCN2CCOCC2)CCCCC1	-4	4
44	CC(=O)c1ccc(NC2CC(O)C(O)CO2)cc1 (stereo unspecified)	-3	13
45	CCOc1ccc(-c2nn[nH]n2)cc1	-7	-24
46	O=C(Cc1cccc2ccccc12)N/N=C/c1ccc(Sc2nc3ccccc3s2)o1	-3	18
47	Cc1cc(=O)oc2cc(NC(=O)C3CC(=O)N(Cc4ccccc4)C3)ccc12 (stereo unspecified)	13	3
48	CCOC(=O)C1CCN(C(=O)C2CCCCC2)CC1	-9	-17
49	CCCC1(C(=O)OCC)NC(c2cc(OC)c(OC)c(OC)c2)C2C(=O)N(CC)C(=O)C21 (stereo unspecified)	0	-3
50	Cc1ccc(S(=O)(=O)C(CCC(=O)c2ccc(Cl)cc2)C(N)=O)cc1 (stereo unspecified)	-7	6

# Other records follow:
item	SMILES	ARNT-TACC3 inh	PAX8 inh HTS
51	C[C@H](NC(=O)Cn1cncn1)c1ccccc1	12	-5
52	Cc1cc(C)n2c(SC/C(O)=C(\C#N)c3nc4ccccc4[nH]3)nnc2n1	28	7
53	O=C(Nc1cccn2ncnc12)c1ccc(Cl)cc1	2	-35
54	CN(C)S(=O)(=O)c1ccc2nc(NC(=O)c3cccnc3)sc2c1	-2	-130
55	COc1cccc(C(=O)Nc2ccc(NC(C)=O)cc2)c1	1	-20
56	Cc1ccc(S(=O)(=O)N2CCCC2C(=O)NCCc2nc3ccccc3[nH]2)cc1 (stereo unspecified)	-2	4
57	COc1ccc(C(C(=O)NC2CCCC2)N(C(=O)c2snc(-c3ccc(F)cc3)c2N)c2cccc(F)c2)cc1 (stereo unspecified)	-8	6
58	CCc1nnc(NC(=O)c2cc3ccccc3oc2=O)s1	-3	10
59	COc1ccc(N(CC(=O)Nc2cccc(OC)c2)S(=O)(=O)c2c(C)nn(C)c2C)cc1	4	5
60	COc1ccc(-c2nc(N3CCCC3)[nH]c(=O)c2C#N)cc1	-6	0
61	Cc1cccc(CN2CCN(CC(=O)NCc3cccs3)C2=O)c1	-2	2
62	CS(=O)(=O)N(CC(=O)N1CCN(c2ccccc2)CC1)c1ccc(Cl)c(C(F)(F)F)c1	-8	7
63	CCN(CC)C(=O)N1CCC(NC(=O)Cc2ccccc2)CC1	1	12
64	Clc1ccc(-c2nc3ncccn3c2Nc2ccc3c(c2)OCO3)cc1	5	20
65	Cc1ccc(S(=O)(=O)N(CC(=O)N2CCC(C)CC2)c2cccc(C)c2)cc1	-14	-1
66	CCN(CC)S(=O)(=O)c1cccc(NC(=O)C2SC(=Nc3ccc(C)cc3C)C(C(=O)NC(C)COC)=C2N)c1 (stereo unspecified)	-2	21
67	O=C(c1ccco1)N1CCN(c2ncnc3c(-c4ccccc4)nsc23)CC1	1	-52
68	C=CCSC1=C(C#N)C(c2ccccc2)CC(=O)N1 (stereo unspecified)	-3	-12
69	Cc1cnc(C(=O)OCC(=O)N2c3ccccc3NC(=O)C2(C)C)cn1	-2	-8
70	CC(C)n1c(-c2ccco2)csc1=Nc1cccnc1	28	-1
71	NC(=O)Cn1nnc(-c2ccc(C(F)(F)F)cc2)n1	-4	-6
72	CCOc1cc(-c2nn3cnnc3s2)cc(OCC)c1OCC	1	0
73	Clc1ccc(Cc2nn3c(Cn4nnc5ccccc54)nnc3s2)cc1	2	17
74	Cc1nc2ccccc2c(=O)n1/N=C/c1cn(-c2ccccc2)nc1-c1cccs1	-2	-112
75	O=C(NC1=NCCS1)C1CC2CCC1C2 (stereo unspecified)	3	0

# New compounds follow
item	SMILES	ARNT-TACC3 inh	PAX8 inh HTS
76	O=C(c1ccc(CN2CCOCC2)cc1)N1CCC(Cc2ccccc2)CC1	0	7
77	COC(=O)c1ccccc1NC(=O)n1cc(C)cn1	-2	-12
78	Cc1cc(C)nc(SCc2nnc(SCC(=O)OC3CCCCC3)o2)n1	-6	8
79	Cc1ccc(OCC(=O)N2CCC(N3CCCCCC3)CC2)cc1	4	-10
80	O=C(O)c1cc(NCc2ccc3c(c2)OCO3)ccc1N1CCOCC1	-3	-5
81	CCOCCCNC(=O)C1CCC(CNS(=O)(=O)c2cccc3nsnc23)CC1 (stereo unspecified)	-3	-6
82	Cn1ccs/c1=N\S(=O)(=O)c1ccc(Br)cc1	4	-4
83	CSCCC(NC(=O)C1CCC(C)CC1)C(=O)O (stereo unspecified)	0	-7
84	CCOc1oc(-c2ccc(OC)cc2)nc1C(F)(F)F	-8	-6
85	COC(=O)CNC(=O)COC(=O)C(Cc1ccccc1)NC(=O)c1ccco1 (stereo unspecified)	-3	18
86	COc1cccc(C(=O)N2CCN(Cc3ccc4c(c3)OCO4)CC2)c1OC	32	-9
87	COC(=O)CSc1nnc(-c2cccnc2)o1	-3	3
88	CN(NC(=O)NN)c1ncc(C(F)(F)F)cc1Cl	1	13
89	CCc1nnc(NC(=O)c2cccc(NC(=O)C(C)C)c2)s1	2	-141
90	Cc1cc(C(=O)CSc2n[nH]c(N)n2)c(C)n1-c1ccc(F)cc1	4	-76
91	Cc1cc([N+](=O)[O-])c(N2CCC[C@@H]2C(=O)O)c([N+](=O)[O-])c1	-3	-6
92	COc1ccc(N2C(=O)CSC2c2cccc(F)c2)c(OC)c1 (stereo unspecified)	1	-7
93	CS(=O)(=O)NCCC1=CCCCC1	-4	-13
94	Nc1nc(C(=O)N2CCOCC2)nn1S(=O)(=O)c1ccc(Cl)cc1	0	11
95	CCOCCCNC(=O)C(C)NS(=O)(=O)c1ccc(C)cc1 (stereo unspecified)	4	-13
96	O=C(NNC(=O)c1cccs1)Nc1cccc(Cl)c1	-2	-8
97	Cc1ccc(Nc2nc3c(s2)CCC3)c(C)c1	3	-17
98	O=c1cc(C(F)(F)F)oc2c1ccc1ccccc12	-1	4
99	CCc1ccc(C(=O)c2cncc(Br)c2)cc1	-9	-92
100	CC1=Nc2cccc3cccc(c23)N1	-6	15

# Further results:
item	SMILES	ARNT-TACC3 inh	PAX8 inh HTS
101	O=C(Nc1ccc2c(c1)OCCO2)C1CCCN1S(=O)(=O)c1ccc(Cl)cc1 (stereo unspecified)	-22	12
102	COc1cc(NC(=O)Cc2ccccc2)ccc1NC(=O)c1ccco1	2	-24
103	COc1ccc(C(=S)Nc2ccc(N(C)C)cc2)cc1	4	-195
104	CCOc1ccc(NC(=O)CCn2c(=O)[nH]c3ccsc3c2=O)cc1	-28	16
105	Cc1ccc2[nH]c(C)c(/C=N/Nc3nc4ccccc4s3)c2c1	-2	-101
106	CCN1CCc2c(sc3c2c(NCc2ccco2)nc2nnnn23)C1	13	-30
107	COC(=O)COc1ccc(S(=O)(=O)N2CCOCC2)cc1	1	-3
108	Cc1c(OCC(F)(F)F)ccnc1CSc1nc2ccccc2[nH]1	4	-144
109	Cc1sc(NC(=O)c2cccs2)nc1-c1ccccc1	0	-130
110	Cn1c(Cn2cnc3ccccc32)nnc1SCc1ccccc1	-4	4
111	O=C(Nc1ccccc1C(=O)N/N=C/c1ccco1)c1ccccc1Cl	-10	-23
112	COc1cc(NC(=O)CCc2nc(-c3cccs3)no2)cc(OC)c1OC	-5	15
113	Cn1ncc(C#N)c1NC(=O)c1cc(-c2ccccc2Cl)on1	-3	-49
114	O=C(NC12CC3CC(CC(C3)C1)C2)c1cncc(O)c1	3	10
115	Cc1noc(/C=C/c2ccco2)c1S(=O)(=O)N1CCC(C(=O)NCc2ccco2)CC1	-5	59
116	CC(=O)/C(=N/Nc1cccc(C)c1)N1CCOCC1	-4	-13
117	CCC(=O)Nc1ccc(Br)c(Cl)c1	-2	-7
118	Cc1ccc2c(c1)c(C)c(C)n2CC(O)Cn1nc(C)cc1C (stereo unspecified)	9	13
119	COc1ccc(NC(=O)CCC2CCCC2)cc1OC	-4	-35
120	O=C(Nc1ccc(S(=O)(=O)NCc2ccco2)cc1)c1ccc2ccccc2n1	-4	1
121	COc1ccc(/C=C2\N=C3CCCCCN3C2=O)cc1OC	-5	4
122	Cc1ccc(OCC(=O)NNC(=O)C(C)Sc2ncnc3sc(C)c(C)c23)cc1 (stereo unspecified)	-3	32
123	CN1CCCN(C(=O)Cc2c(Cl)cccc2Cl)c2nc3ccccc3nc21	-13	13
124	O=C(Nc1ccccc1NC(=O)c1c(F)c(F)c(F)c(F)c1F)c1c(F)c(F)c(F)c(F)c1F	1	9
125	CCOC(=O)CSc1nnc(CNc2ccccc2Cl)n1-c1ccccc1	0	10

# Carrying on:
item	SMILES	ARNT-TACC3 inh	PAX8 inh HTS
126	Cc1ccc2c(c1)c(C)c(C)n2CC(O)Cn1nnc2ccccc21 (stereo unspecified)	1	-79
127	COC(=O)c1ccc2c(c1)S(=O)(=O)NC(=NCCCN1CCOCC1)S2	-1	-12
128	COCCNC(=O)CN1CCC(n2c(C)nc3cc(C(F)(F)F)ccc32)CC1	0	-10
129	CC1CCCC(NC(=O)Nc2cccs2)C1C (stereo unspecified)	-2	-1
130	c1ccc(N2CCN(c3nc4cc5c(cc4s3)OCCO5)CC2)cc1	-3	-195
131	CC(C)Sc1nnc([C@H](C)NC(=O)OC(C)(C)C)o1	-2	5
132	CCOc1ccc(OCCCN(C)C)cc1	-21	2
133	O=C(NNS(=O)(=O)c1ccc([N+](=O)[O-])cc1)c1cnn(-c2ccccc2)c1-n1cccc1	-3	12

# Only part of the results is shown; rates above refer to the full screens.
